VHR inh abs – blocks human VHR1 dual specificity phosphatase | hit rate 0.52% among 290,000 | recombinant VHR phosphatase, pNPP absorbance | inhibition, % at 13.3 µM; in the data active = inhibition above about 50%; note: some compounds called inactive have numbers as strong as hits
Target sequence (P51452 whole entry, looked up): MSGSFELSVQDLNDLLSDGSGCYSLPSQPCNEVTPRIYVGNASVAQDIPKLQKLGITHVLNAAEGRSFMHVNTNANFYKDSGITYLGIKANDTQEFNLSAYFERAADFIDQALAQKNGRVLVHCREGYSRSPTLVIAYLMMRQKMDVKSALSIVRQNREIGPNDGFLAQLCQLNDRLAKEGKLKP
PriA SSB inh – K. pneumoniae PriA-SSBct interaction inhibition | AlphaScreen SSBct-PriA binding, biotinylated peptide | inhibition, % at 33 µM | hit rate 0.6% among 430,000; in the data active = inhibition mostly above about 37%, no sharp cut-off; inactive = mostly below about 20%;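 note: plate controls were negative control peptide for no effect and reference peptide for full effect; strong numbers were not always called active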
Rv3671c inh – inhibitors of M. tuberculosis serine protease Rv3671c; hit rate 0.048% among 320,000; inhibition, % at 5.96 µM; P9WHR9; in the data active = inhibition above about 38%;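 note: extracellular domain of Rv3671c used as enzyme; 0% = enzyme with DMSO and 100% = no enzyme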
Target sequence (P9WHR9 whole entry, looked up, the tested form may be a part): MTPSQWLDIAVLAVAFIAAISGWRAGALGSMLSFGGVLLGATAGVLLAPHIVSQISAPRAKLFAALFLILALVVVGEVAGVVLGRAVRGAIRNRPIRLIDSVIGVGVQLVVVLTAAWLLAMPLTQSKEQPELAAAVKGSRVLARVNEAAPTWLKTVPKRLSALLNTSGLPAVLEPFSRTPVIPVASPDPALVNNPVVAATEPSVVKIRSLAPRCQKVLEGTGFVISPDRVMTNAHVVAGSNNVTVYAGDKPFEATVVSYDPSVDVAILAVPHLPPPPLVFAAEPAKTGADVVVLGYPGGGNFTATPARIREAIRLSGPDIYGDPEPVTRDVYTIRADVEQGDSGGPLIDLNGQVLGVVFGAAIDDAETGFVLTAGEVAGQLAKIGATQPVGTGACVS
TcdB inh – TcdB glycohydrolase inhibition; TcdB glycohydrolase enzymatic assay, plate reader; inhibition, % at 9.99 µM; hit rate 0.24% among 350,000; in the data active = inhibition above about 10%
Vc quorum ag – quorum light induction in luxS cqsA deficient V. cholerae. V. cholerae BH1578 lux reporter, luminescence, 6 h. activation, % at 18.7 µM. hit rate 0.16% among 350,000. AID 588436; in the data active = activation mostly above about 9.7%, no sharp cut-off; note: not every result past the cut was called active; inactives centre near 0; reference of the scale not given here
MazEF act – MazEF (E. coli) toxin RNase activation | activation, % at 20 µM | P0AE70 | AID 504720 | FAM/BHQ RNA-DNA oligo cleavage fluorescence, 5 h | hit rate 0.32% among 350,000; in the data active = activation above about 50%
Target sequence (P0AE70 whole entry, looked up): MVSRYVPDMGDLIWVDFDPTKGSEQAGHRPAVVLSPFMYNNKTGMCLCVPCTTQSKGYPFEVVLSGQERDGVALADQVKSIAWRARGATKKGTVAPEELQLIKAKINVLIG
SARS 3CLpro inh – SARS-CoV 3CLpro protease inhibition; P0C6X7; inhibition, % at 6 µM; recombinant SARS-CoV 3CLpro, quenched FRET peptide cleavage; hit rate 0.14% among 290,000; in the data active = inhibition above about 12%
CCHF vOTU inh – CCHFV vOTU protease inhibition; hit rate 0.55% among 370,000; Pep-AMC fluorescence; inhibition, % at 11.5 µM; in the data active = inhibition above about 30%; note: 0% = vehicle wells with enzyme and 100% = no enzyme wells
Yp Topo-I inh – Y. pestis Topo-I inhibition via cleavage products; Y. pestis Topo-I cleavage product accumulation, plate reader; activity, % at 10 µM; hit rate 0.064% among 360,000; in the data active = activity above about 50%, passing the limit was not always enough; note: inactives centre near 2
PrPC TRFRET – inhibitors of human cell surface prion protein PrPC; hit rate 0.43% among 370,000; TR-FRET read-out; P04156; inhibition, % at 13.8 µM; in the data active = inhibition above about 24%; note: 0% = median of the test wells and 100% = reference compound wells
Numbers without * were called inactive; i = inactive; . = not tested or not shown; & = joins results of further samples.

SMILES	VHR inh abs	PriA SSB inh	Rv3671c inh	TcdB inh	Vc quorum ag	MazEF act	SARS 3CLpro inh	CCHF vOTU inh	Yp Topo-I inh	PrPC TRFRET
Cn1cc(CNC(=O)CC2C(=O)NCCN2CC(C)(C)C)cn1 (stereo unspecified)	13	-12	1	0.1	-0.6	-12	-2	-1	3	6
CCN1N=C(c2ccccc2)Cn2c1nc1ccccc12	2	-37	0	.	i	5	-4	2	16	5
N#CC(c1ccc(Cl)cc1)c1ncc(C(F)(F)F)cc1Cl (stereo unspecified)	9	-42	1	.	-0.1	-2	0	6	3	6
O=C(COc1ccc(Cl)cc1Br)NC(=O)NCc1ccccc1	37	-4	-2	0.4	i	0	2	5	10	-2
CCO[C@H]1OC(C(=O)O)=C[C@@H](c2csc3ccccc23)[C@@H]1CCCO	30	-5	-3	-0.1&-0.8	i	-6	-2	11	7	-2
C=CCC1(/C=N/O)CCOC(C)(C)C1 (stereo unspecified)	2	i	3	0.1	-0.3	17	4	-2	13	-4
O=S(=O)(Nc1ccc(N2CCOCC2)cc1)c1cccs1	-7	-5	4	-81	-0.4	1	0	9	-1	5
CC1CCC2C(C)C(=O)OC3OC4(C)CCC1C32OO4 (stereo unspecified)	.	3	0	1.8	i	-6	-5	-3	4	0
COc1ccc(Oc2c(O)c3ccccc3n(C)c2=O)cc1	-5	-6	-8	-0.9	-0.1	1	4	5	-1	5
CCN(CC(=O)Nc1c(F)cccc1F)C(=O)c1ccc(N2CCOCC2)c([N+](=O)[O-])c1	.	-2	-2	0.1	-9.9	-1	.	1	-1	-7
CC1(C)OC(=CC=Nc2ccc(Cl)cc2)OC1(C)C	-21	6	6	2.3	i	5	-2	-1	-14	-2
O=C(Nc1cc(Cl)ccc1Cl)C1CC(=O)N(c2ccc(Br)cc2)C1 (stereo unspecified)	15	-20	-6	.	-0.3	22	-2	-8	15	-4
CCOC(=O)N1CCC(N2CCN(S(=O)(=O)c3ccc(C)cc3)CC2)CC1	23	-2	-9	.	-0.3	-6	3	1	6	9
CCOc1ccc(CCNC(=O)CSc2n[nH]c(N)n2)cc1OCC	28	-1	0	0.7	i	3	-2	-1	4	-2
O=C(N/N=C/c1ccc(O)cc1)c1cc(C2CC2)[nH]n1	-2	.	4	0.9	-0.5	5	-4	12	3	2
COc1ccc(Cl)cc1NC(=O)C1Cc2cc(S(=O)(=O)N3CCCC3)ccc2N1C(C)=O (stereo unspecified)	22	-2	-6	1.0	-0.3	0	4	2	5	6
COC(=O)CCSCC(=O)Nc1ccc(C)c(S(=O)(=O)N2CCCCC2)c1	-2	1	-5	2.0	i	-2	1	11	-1	-2
Cc1cccc(CN2CCCC(C(=O)N3CCc4ccccc4C3)C2)c1 (stereo unspecified)	5	-7	3	.	-0.4	-9	3	3	9	-8
Cc1nn(CC(=O)Nc2c(F)c(F)cc(F)c2F)c(=O)c2cccn12	8	-5	8	0.3	7.1	11	7	4	-6	-4
O=C(Cc1ccc([N+](=O)[O-])cc1)Nc1cccc(C(=O)N2CCCCC2)c1	.	-16	3	0.0	-0.3	-2	.	-6	12	-3
Cc1cc(C)c(C#N)c(=N)o1	-9	-6	-1	.	i	-12	5	0	-5	6
Cc1cccc(C)c1NC(=O)CSC(=S)N1CCCC1	9	-2	1	3.0	2.6	-1	-2	-8	3	2
CN(Cc1ccccc1)C(=O)c1ccc(NC2=NC3CS(=O)(=O)CC3S2)cc1 (stereo unspecified)	25	3	6	0.4	i	2	-2	2	6	-4
CCOC(=O)c1ccc(NC(=S)Nc2ccc(Br)cc2N)cc1	.	-6	0	.	2.9	4	.	13	-6	18
O=C(CSc1ncccn1)Nc1cccc(S(=O)(=O)N2CCOCC2)c1	.	1	1	-9.5	5.7	-5	.	0	-1	6
COc1ccc(C/C(C)=N/NS(=O)(=O)c2ccc(Br)cc2)cc1	0	.	13	0.9	i	23	-1	9	1	3
CCOCc1nnc(NC(=O)c2cc(OC)c(OC)cc2[N+](=O)[O-])s1	6	-7	0	0.0	-0.3	8	1	1	15	-11
Cc1ccc(C(=O)N2CCN(c3ccccc3)CC2)cc1C	37	12	2	0.1	0.9	-2	1	-2	9	-1
COCCNC(=O)CN(Cc1ccc(OC)cc1)C(=O)CCC(=O)Nc1nccs1	10	-10	-18	1.3	3.8	-31	-4	-17	7	-5
COc1ccc(C)cc1NC(=O)NC1CCCc2ccccc21 (stereo unspecified)	2	0	2	0.8	-0.9	10	2	6	-7	-2

Nothing new here: entries from further up.
SMILES	VHR inh abs	PriA SSB inh	Rv3671c inh	TcdB inh	Vc quorum ag	MazEF act	SARS 3CLpro inh	CCHF vOTU inh	Yp Topo-I inh	PrPC TRFRET
COc1ccc(Cl)cc1NC(=O)C1Cc2cc(S(=O)(=O)N3CCCC3)ccc2N1C(C)=O (stereo unspecified)	22	-2	-6	1.0	-0.3	0	4	2	5	6
COC(=O)CCSCC(=O)Nc1ccc(C)c(S(=O)(=O)N2CCCCC2)c1	-2	1	-5	2.0	i	-2	1	11	-1	-2
Cc1cccc(CN2CCCC(C(=O)N3CCc4ccccc4C3)C2)c1 (stereo unspecified)	5	-7	3	.	-0.4	-9	3	3	9	-8
Cc1nn(CC(=O)Nc2c(F)c(F)cc(F)c2F)c(=O)c2cccn12	8	-5	8	0.3	7.1	11	7	4	-6	-4
O=C(Cc1ccc([N+](=O)[O-])cc1)Nc1cccc(C(=O)N2CCCCC2)c1	.	-16	3	0.0	-0.3	-2	.	-6	12	-3

(next part)
SMILES	VHR inh abs	PriA SSB inh	Rv3671c inh	TcdB inh	Vc quorum ag	MazEF act	SARS 3CLpro inh	CCHF vOTU inh	Yp Topo-I inh	PrPC TRFRET
COC(=O)c1cc(OC)c(OC)cc1NC(=O)c1csc(C)c1	1	-5	-6	1.4	i	14	-5	0	-4	-9
COc1ccc(-c2cnnc(N/N=C/c3ccc(C)o3)n2)cc1	18	.	0	1.5	-1.8	13	0	9	9	-8
Cc1cnc(NC(=O)CSc2nnc(-c3cccs3)n2C)s1	10	-5	-4	.	4.2	-2	3	3	7	-5
COc1cc(C(=S)N2CCN(c3ccccc3Cl)CC2)cc(O)c1O	6	25	4	-3.0	1.9	-22	5	-1	-14	1
Cc1cc(C)n2nc(C(=O)Nc3cccnc3)nc2n1	37	-7	0	.	-0.4	7	-2	3	-2	-1
Cc1ccc2c(c1C)OC(=O)CC2c1ccccc1 (stereo unspecified)	12	-38	4	0.3	i	3	4	8	17	8
CCOc1ccc(S(=O)(=O)N/N=C(\C)c2ccc(Cl)c(Cl)c2Cl)cc1	-14	.	10	-0.2	i	-8	0	-5	28	3
COc1ccc(-c2oc(=O)c3cc(OC)c(OC)cc3c2C(F)(F)F)cc1	.	0	0	-1.5	-0.3	7	.	-14	-7	2
CC(=O)Nc1ccc(S(=O)(=O)NNC(=O)c2cc3c4ccccc4n(C)c3s2)cc1	18	-5	-17	.	i	7	3	9	3	2
CC(C)N1CCN(Cc2cccn2-c2cccnc2)CC1CCO (stereo unspecified)	30	-19	0	1.4	-0.1	-4	3	1	8	-2
CCCCc1nnc(NC(=O)C2=COCCO2)s1	-9	-5	-4	-0.3	i	4	-1	33*	4	5
N#CC(c1ccccc1)c1cccc(Cl)n1 (stereo unspecified)	18	-3	-5	2.1	-0.2	-14	1	-8	5	3
Cc1ccc(-c2cc(C(=O)NCCCn3ccnc3)c3cc(Br)ccc3n2)o1	6	5	-13	.	-0.4	0	-5	.	12	.
Brc1ccccc1CN1CCC(N2CCCCC2)CC1	5	-3	0	.	-2.0	2	2	-6	1	0
Cn1c(NC(=O)CC2CCCCC2)cc(=O)n(C)c1=O	14	-15	9	0.8	-0.2	5	.	-7	-2	7

Looked up by compound from the list above (3):
SMILES	VHR inh abs	PriA SSB inh	Rv3671c inh	TcdB inh	Vc quorum ag	MazEF act	SARS 3CLpro inh	CCHF vOTU inh	Yp Topo-I inh	PrPC TRFRET
COc1ccc(Cl)cc1NC(=O)C1Cc2cc(S(=O)(=O)N3CCCC3)ccc2N1C(C)=O (stereo unspecified)	22	-2	-6	1.0	-0.3	0	4	2	5	6
N#CC(c1ccc(Cl)cc1)c1ncc(C(F)(F)F)cc1Cl (stereo unspecified)	9	-42	1	.	-0.1	-2	0	6	3	6
O=C(Cc1ccc([N+](=O)[O-])cc1)Nc1cccc(C(=O)N2CCCCC2)c1	.	-16	3	0.0	-0.3	-2	.	-6	12	-3

(cont.)
SMILES	VHR inh abs	PriA SSB inh	Rv3671c inh	TcdB inh	Vc quorum ag	MazEF act	SARS 3CLpro inh	CCHF vOTU inh	Yp Topo-I inh	PrPC TRFRET
N#Cc1c(NCCO)nc(NCc2ccccc2)c2c1CCN(Cc1ccccc1)C2	19	4	-5	.	.	2	-4	.	.	.
CC1(C)Cn2c(nc(=O)c3c2NCN(CCc2ccccc2)C3)S1	12	.	12	.	-2.3	.	1	.	2	.
CCNc1c([N+](=O)[O-])c(=O)n(CC)c2ccccc12	13	-9	0	0.7	-1.2	2	5	3	1	-7
CCOC(=O)N1CCN(C(=O)Cc2cccs2)CC1	-24	-10	8	.	i	-3	2	11	-2	-4
Cc1c(C(=O)N(C)C(C)c2ccccn2)oc2c(F)cccc12 (stereo unspecified)	-17	-9	-5	1.4	i	4	-4	-1	13	4
CC(Oc1ccc(Cl)cc1)c1ccc(C#N)c(=O)[nH]1 (stereo unspecified)	8	5	5	0.0	i	2	0	-13	-1	9
Cc1cc(-c2ccc(C(C)C)c(S(=O)(=O)N3CC(=O)Nc4ccccc43)c2)on1	-6	1	-6	0.3	-11	-11	5	-11	-5	3
Cc1cc2c(c(C#N)c1C)NC=NC2C (stereo unspecified)	.	.	.	1.7	0.0	7	.	6	-4	2
CC(=O)c1ccc(CCCc2ccc(C(C)=O)cc2)cc1	.	-14	.	1.6	3.3	-2	.	6	14	7
COCCNC(=O)C1(C)CCN(C(=O)c2cc(C(C)(C)C)nn2C)C1 (stereo unspecified)	.	.	.	0.0	i	.	.	-10	4	-2
CN(C)CCCNC(=O)c1ccc(-c2cc3nc(NCc4cccnc4)n(C)c(=O)c3s2)cc1	.	.	.	1.7	-0.3	.	.	-12	-12	-42
CN1C(=S)SC(C)(C)C1/[N+]([O-])=C/c1cccnc1 (stereo unspecified)	-10	-1	-3	.	i	11	3	11	-3	3
CC(C)C(=O)Nc1cccc(-c2cn3ccccc3n2)c1	-7	-21	-1	.	-0.3	3	4	18	6	8
Cc1sc(NC(=O)C2C3CCC(O3)C2C(=O)O)nc1-c1ccc(CC(C)C)cc1 (stereo unspecified)	-4	5	14	.	-4.8	-3	-2	13	18	7
Cc1ccc(N/C(C(Cl)=C(Cl)Cl)=C(/Cl)[N+](=O)[O-])c(C)c1	36	10	.	-4.8	-0.2	-10	-2	7	-10	6

Entries of single compounds from above. Screens in order: VHR inh abs, PriA SSB inh, Rv3671c inh, TcdB inh, Vc quorum ag, MazEF act, SARS 3CLpro inh, CCHF vOTU inh, Yp Topo-I inh, PrPC TRFRET
Results for CC(C)C(=O)Nc1cccc(-c2cn3ccccc3n2)c1 = -7, -21, -1, ., -0.3, 3, 4, 18, 6, 8
Results for Cc1cc(-c2ccc(C(C)C)c(S(=O)(=O)N3CC(=O)Nc4ccccc43)c2)on1 = -6, 1, -6, 0.3, -11, -11, 5, -11, -5, 3
Results for Cc1c(C(=O)N(C)C(C)c2ccccn2)oc2c(F)cccc12 (stereo unspecified) = -17, -9, -5, 1.4, i, 4, -4, -1, 13, 4
Results for CN1C(=S)SC(C)(C)C1/[N+]([O-])=C/c1cccnc1 (stereo unspecified) = -10, -1, -3, ., i, 11, 3, 11, -3, 3
Results for CC(Oc1ccc(Cl)cc1)c1ccc(C#N)c(=O)[nH]1 (stereo unspecified) = 8, 5, 5, 0.0, i, 2, 0, -13, -1, 9

Source: PubChem BioAssay (several laboratories)

Only part of the results is shown, so the mix of outcomes need not match the whole.
